Source: PubChem BioAssay (National Center for Advancing Translational Sciences (NCATS))
HCMV inh = human cytomegalovirus inhibition | 410,000 tested, 4.5% active | AID 1259415 | HFF cells, HCMV-luciferase reporter, 72 h; active compounds read low | activity change, negative = inhibition, % at 57.5 µM; in the data active = activity change below about -60%; inconclusive = no clear call, values can overlap the other calls; inactive = above about -39%
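Luciferase read-out from HCMV-luciferase-infected HFFs (MOI 1 PFU/cell) 72 h post infection at 37C; compounds added after 16 h cell attachment; activity normalized between buffer-only basal and Salinomycin (10uM) inhibitor controls.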
HCV inh = inhibitors of hepatitis C virus infection | Huh7.5.1 HCVcc-Cre infection, luciferase reporter, 44 h | Potency, µM (highest dose often 41.8 µM), for inactives: top-dose activity change, negative = inhibition, most hits filed as inhibitors | 340,000 tested, 3.4% active; also: potency is read from the fitted curve at half-maximal effect
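Luciferase read-out (15 sec integration) after a 15 min room-temperature substrate step quantifies HCVcc-Cre infection. Cells, 1,000 per well, had compound added 4 h post-plating, then virus at ~0.5 moi, and were cultured 44 h.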
AmpC detergent = blocks E. coli AmpC beta-lactamase in detergent assay; Potency, µM (top dose mostly 114 µM), for inactives: at the top dose activity change, negative = inhibition, usual class: inhibitors; AmpC hydrolysis of nitrocefin, absorbance 480 nm, 0.01% Triton; 370,000 tested, 0.041% active; P00811; AID 485294;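 also: potency is read from the fitted curve at half-maximal effect; 0% = no-compound wells and -100% = no-enzyme wells; nearly all actives have a fitted effect of over 25% in size; some results filed as inactive show a strong effect at the top dose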
Target sequence (P00811 whole entry, looked up): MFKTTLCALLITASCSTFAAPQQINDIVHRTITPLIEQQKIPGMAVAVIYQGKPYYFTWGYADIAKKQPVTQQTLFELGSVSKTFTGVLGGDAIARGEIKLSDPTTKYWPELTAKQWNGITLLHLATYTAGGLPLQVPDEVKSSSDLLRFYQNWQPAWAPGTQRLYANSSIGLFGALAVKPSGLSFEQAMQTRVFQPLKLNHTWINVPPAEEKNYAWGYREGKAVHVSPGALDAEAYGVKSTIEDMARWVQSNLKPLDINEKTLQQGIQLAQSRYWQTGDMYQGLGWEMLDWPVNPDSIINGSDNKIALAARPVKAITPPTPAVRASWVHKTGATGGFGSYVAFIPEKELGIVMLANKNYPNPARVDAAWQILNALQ
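AmpC (5.3 nM in the dispensed reagent) in 20 mM phosphate pH 7.0 with 0.01% (detergent screen) or 0.0001% Triton X-100 was preincubated with compounds for 15 min at room temperature. Nitrocefin was then added from an 800 uM solution, and hydrolysis was followed at 480 nm.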
Giardia FBPA inh = inhibitors of Giardia lamblia fructose-1,6-bisphosphate aldolase; purified Giardia FBPA; Potency, µM (top dose mostly 59.6 µM), inactives show top-dose activity, negative = inhibition, most hits filed as inhibitors; 290,000 tested, 0.71% active; A8B2U2; also: potency is read from the fitted curve at half-maximal effect; nearly all actives have a fitted effect of over 55% in size
Target sequence (A8B2U2 whole entry, looked up): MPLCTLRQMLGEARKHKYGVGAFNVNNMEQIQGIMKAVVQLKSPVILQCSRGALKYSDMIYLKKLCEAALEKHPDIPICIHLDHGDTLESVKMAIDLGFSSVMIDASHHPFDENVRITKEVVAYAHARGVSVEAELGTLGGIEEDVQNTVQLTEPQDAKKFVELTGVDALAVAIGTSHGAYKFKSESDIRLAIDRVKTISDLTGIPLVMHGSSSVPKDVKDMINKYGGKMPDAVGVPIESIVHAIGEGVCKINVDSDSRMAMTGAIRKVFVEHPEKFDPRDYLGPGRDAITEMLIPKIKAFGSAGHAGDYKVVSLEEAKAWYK
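Giardia FBPA (40 nM reagent) was preincubated 10 min at RT with compound (up to 57.5 uM final), then substrate plus GAPDH/TPI/NAD/arsenate coupling system with diaphorase/resazurin was added; resorufin fluorescence (525/598 nm) was read after 20 min.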
Sm TGR block = S. mansoni TGR enzyme inhibition | Potency, µM (doses to about 114 µM), for inactives: top-dose activity change, negative = inhibition, actives largely listed as inhibitors | AID 485364 | purified TGR, DTNB reduction, TNB absorbance 405 nm | 360,000 tested, 3% active; also: potency is read from the fitted curve at half-maximal effect; nearly all actives have a fitted effect of over 60% in size
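First, TGR (20 nM dispensed) and NADPH were mixed with compound. Second, a 15 min room-temperature incubation followed. Third, further NADPH and then DTNB were added to start the reaction. Finally, TNB absorbance was monitored kinetically.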
AmpC no deterg = AmpC beta-lactamase inhibition without detergent; P00811; AmpC nitrocefin hydrolysis, absorbance 480 nm, 0.0001% Triton; Potency, µM (highest dose often 57.1 µM), for the others: top-dose activity change, negative = inhibition, usual class: inhibitors; 330,000 tested, 0.52% active; AID 485341;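 also: potency is read from the fitted curve at half-maximal effect; plate controls were no compound for no effect and no enzyme for full effect; nearly all actives have a fitted effect of over 20% in size; some results filed as inactive show a strong effect at the top dose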
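AmpC (5.3 nM in the dispensed reagent) in 20 mM phosphate pH 7.0 with 0.01% (detergent screen) or 0.0001% Triton X-100 was preincubated with compounds for 15 min at room temperature. Nitrocefin was then added from an 800 uM solution, and hydrolysis was followed at 480 nm.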
The depositor's hits bear a star; ? = inconclusive; . = no result given; & = joins results of further samples; [ ] = dose if it differs, or a comment. Unless noted, calls follow the shape of the dose curve; as a rule, active = well fitted curve in the direction sought with a large enough effect; inconclusive = small, poorly fitted or top-dose-only effect, or another doubt; inactive = no such curve, though single readings can be large; an effect the other way counts as inactive or inconclusive. Unless noted, % is scaled to controls: 0 for no effect and ±100 for the full control effect.

SMILES | HCMV inh | HCV inh | AmpC detergent | Giardia FBPA inh | Sm TGR block | AmpC no deterg
COCCCN1C(=O)C(O)=C(C(=O)c2ccco2)C1c1cccc(Br)c1 (stereo unspecified) | -23 | 10% | -11% | -27% | 0% | -17%
Cc1ccc(CN2CC(C(=O)NCCCSc3ccccc3)CC2=O)cc1 (stereo unspecified) | 45 | 25% | -2% | . | 1% | 137%[activator]
Cc1nn(-c2ccccc2)c(Cl)c1C1C(C#N)=C(N)Oc2n[nH]c(C)c21 (stereo unspecified) | -103* | 6% | ? | -21% | -11% | -24%
NC(=O)CC(NC(=O)c1cccc(Br)c1)c1ccc(N2CCC(N3CCCCC3)CC2)c([N+](=O)[O-])c1 (stereo unspecified) | -22 | 4% | -13% | -9% | 7% | -7%
COc1ccc(C(=O)OCCN2CCOCC2)cc1OC | -24 | -3% | -10% | 3% | 2% | -8%
O=C(/C=C/c1ccco1)N(Cc1ccc(F)cc1)C1CCS(=O)(=O)C1 (stereo unspecified) | 11 | 3% | -6% | 0% | 7.9µM* | 7%
Cc1cccc(N(Cc2ccccc2)C(=O)Cc2ccc(S(=O)(=O)N3CCOCC3)s2)c1 | -16 | -12% | ? | . | -11% | 134%[activator]
CC(C)(C)c1ccccc1OCCOCCSc1ncccn1 | 18 | 8% | -4% | -21% | -3% | 51%
CN(C)/C=N/C(=S)Nc1ccc(Br)cc1F | 50 | 3% | 0% | ? | -7% | 19%
CCN(CC(=O)N1CCCC1)S(=O)(=O)c1ccc(Br)cc1 | -1 | 6% | -9% | 8% | 2% | 50%
Cc1ccc2c(CC(=O)N3CCN(S(=O)(=O)c4ccccc4)CC3)coc2c1 | 4 | 14% | ? | . | -10% | -14%
Cc1cc(Nc2cccc(Cl)c2)nc2ccc(NC(=O)Cc3c(F)cccc3Cl)cc12 | -40 | . | -4% | . | -1% | .
COc1cccc(OC)c1C(=O)OCC(=O)NC(=O)NCc1ccccc1 | -29 | ? | -4% | 3% | 0% | -22%
S=C(NCc1ccccc1)NC1CCSc2ccccc21 (stereo unspecified) | -27 | -9% | -1% | . | -27% | 60%[activator]
COc1cccc(NC(=O)c2ccc(-c3ccc([N+](=O)[O-])cc3)o2)c1 | ? | -24% | -6% | -6% | 25µM* | 18µM*
Cc1ccc(C(=O)Nc2c(C)n(C)n(-c3ccccc3)c2=O)cc1S(=O)(=O)N1CCCCC1 | -3 | 4% | . | . | . | -16%
COc1ccc2[nH]c3c(NCCCOC(C)C)ncnc3c2c1 | 86 | 11µM* | -3% | 12% | -2% | -35%
Cc1ccc(C2CC(c3cccs3)=NN2C(=O)CSC2=NCCS2)cc1 (stereo unspecified) | 2 | ? | -13% | -5% | 0% | -8%
Cc1cc(=O)n2nc(N3CCC(C(=O)Nc4ccc(Br)cc4F)CC3)sc2n1 | -11 | . | 4% | . | 5% | .
CCCOc1ccccc1C(=O)Nc1ccc(S(=O)(=O)N2CCN(C)CC2)cc1 | -22 | 22µM* | 7% | -2% | -2% | 190%[activator]
COC(=O)CN(n1cnnc1)S(=O)(=O)c1ccccc1Cl | -16 | 4% | -13% | 0% | -10% | -8%
COC(=O)c1ccc(C(=O)OC)c(NC(=O)CN(C)Cc2ccccc2)c1 | -2 | ? | -9% | 1% | -7% | 43%
COC(=O)c1[nH]c2cc(OC)c(OC)cc2c1NC(=O)CN1C[C@H]2C[C@@H](C1)c1cccc(=O)n1C2 | -12 | -7% | -1% | . | -9% | -2%
Cc1ccsc1-c1cc(C(=O)O)c2c(ccc3ccccc32)n1 | 89 | 10% | ? | -9% | -15% | -13%
Cc1cccc2[nH]c(CN(C)C(=O)C3CCC(=O)N(CCc4ccccc4)C3)nc12 (stereo unspecified) | 29 | . | ? | 15% | -19% | 87%[activator]
Cc1cccc(NC(=S)NN2CCN(C)CC2)c1 | 47 | -1% | 1% | -13% | ? | -3%
COc1ccccc1NS(=O)(=O)c1ccc2c(c1)n(C)c(=O)n2C | 6 | -14% | -6% | 4% | -7% | 0%
O=C(O)c1ccc(N=Cc2nc(-c3ccco3)oc2O)cc1 | -17 | 15% | -7% | -13% | -28% | -13%
Clc1ccc(N2CCN(Cc3ccc(Br)o3)CC2)cc1 | -17 | 2% | -17% | ? | 2% | -4%
CCN(C[C@H]1N[C@@](C)(C(=O)OC)[C@H]2C(=O)N(Cc3ccccc3)C(=O)[C@@H]12)S(=O)(=O)c1ccc(C(C)(C)C)cc1 | -11 | -6% | . | . | . | 246%[activator]

Part of the list above, reduced to Sm TGR block, Giardia FBPA inh and AmpC no deterg:
| SMILES | Sm TGR block | Giardia FBPA inh | AmpC no deterg |
| --- | --- | --- | --- |
| Cc1cccc(N(Cc2ccccc2)C(=O)Cc2ccc(S(=O)(=O)N3CCOCC3)s2)c1 | -11% | . | 134%[activator] |
| CC(C)(C)c1ccccc1OCCOCCSc1ncccn1 | -3% | -21% | 51% |
| CN(C)/C=N/C(=S)Nc1ccc(Br)cc1F | -7% | ? | 19% |
| CCN(CC(=O)N1CCCC1)S(=O)(=O)c1ccc(Br)cc1 | 2% | 8% | 50% |
| Cc1ccc2c(CC(=O)N3CCN(S(=O)(=O)c4ccccc4)CC3)coc2c1 | -10% | . | -14% |

Next structures follow.
SMILES | HCMV inh | HCV inh | AmpC detergent | Giardia FBPA inh | Sm TGR block | AmpC no deterg
Cc1c(C(=O)N2CCOCC2)oc2ccc(S(=O)(=O)N3CCCC3)cc12 | 6 | 7% | -10% | 2% | -11% | -13%
Cc1cccc(/C=N/NC(=O)c2cc(C3CC3)nc3ccccc23)n1 | 21 | -10% | 2% | . | 2% | -16%
COc1ccc(C(C(=O)NC2CCCC2)N(C(=O)c2snc(-c3ccc(F)cc3)c2N)c2cccc(F)c2)cc1 (stereo unspecified) | -39 | 10µM* | -6% | 3% | 3% | -18%
CC(=O)Nc1nonc1-c1nnc(SCc2ccc(Cl)cc2)n1C | -14 | . | 3% | . | -3% | .
CCc1ccc(CNC(=O)Cc2ccc(NC(=O)C3=C(C)OCCS3)cc2)cc1 | -19 | -27% | 1% | -7% | -2% | -21%
O=C(NCCOc1ccccc1F)c1cccc(S(=O)(=O)N2CCN(c3ccccc3)CC2)c1 | -26 | ? | 3% | . | 6% | -14%
Cc1cc2occ(CC(=O)N(C)CC(=O)Nc3ccccc3Cl)c2cc1C | 14 | 0%[8.37 µM] | ? | . | 0% | 12%
Cc1ccc(NC(=O)C2CCCN(c3ncccn3)C2)cc1F (stereo unspecified) | 54 | . | -14% | -16% | -2% | -13%
COc1cccc(-n2nnnc2SCC(=O)Nc2ccc3c(c2)OCCO3)c1 | 19 | ? | ? | 0% | 3% | -16%
CCOC(=O)C1CCN(c2c(N3CCCCCC3)c(=O)c2=O)CC1 | ? | 9% | -15% | 4% | -5% | -16%
C=C(C)Cn1c(SCC(=O)NCc2ccco2)nc2sc3c(c2c1=O)CCC3 | -36 | 8.9µM* | ? | -3% | 45µM* | -1%
COc1ccc(-c2cc(C(=O)Nc3c(C)nn(Cc4ccccc4C)c3C)no2)cc1 | -21 | . | 4% | . | 10% | .
Cc1ccc(OCC(=O)Nc2ccc(Cl)cc2C(=O)c2ccccc2)cc1 | ? | 4% | -2%&-16% | -2% | 0%&-13% | -20%
COc1ccc(-c2cccc(-c3nc4ccc(Cl)cn4c3NC3CCCCC3)c2)cc1 | 15 | -5% | . | . | . | -25%
Cc1ccc(NC(=O)c2cc3nc(C)cc(C)n3n2)cc1 | 128 | -26% | 5% | -9% | 4% | -7%
CCOc1ccc(C2=CSC3=NCCN23)cc1 | 51 | -49% | 2% | -3% | -2% | -34%
O=C(O)C1CC(=O)N(c2ccc(F)cc2)C1 (stereo unspecified) | 34 | 10% | -2% | 3% | -9% | -8%
CCC(C)(C)NC(=O)C1CCC(CNS(=O)(=O)c2ccc3c(c2)CC(C)N3C(C)=O)CC1 (stereo unspecified) | 14 | . | -11% | . | 2% | .
Cn1c(SCC(=O)N2CCOCC2)nnc1-c1cccc(NC(=O)c2ccccc2F)c1 | 51 | 1%&6% | 5% | 8% | 9% | 9%
CCOc1ccc(Cc2nc(N)nc(N)n2)cc1 | 10 | -9% | -6% | 1% | -13% | -12%
O=C(Nc1nnc(SCc2ccccc2F)s1)C1=COCCO1 | 62 | 9% | ? | 18% | -3% | -2%
CCOC(=O)/C=C/S(=O)(=O)c1ccc(NC(C)=O)cc1 | -99* | ? | ? | -1% | 0.32µM* | -14%
Cc1nn(CC(=O)N(C)c2c(N)n(Cc3ccccc3)c(=O)[nH]c2=O)c(C)c1[N+](=O)[O-] | 21 | 10% | -3% | . | -22% | -15%
CSc1ccc(C2N=C(c3ccccc3)NO2)cc1 (stereo unspecified) | . | -24% | 0% | -18% | ? | ?
O=C(Nc1ccnn1C1CCN(C(=O)c2cnsn2)CC1)c1cccc(F)c1 | 25 | 25% | ? | 0% | -29% | 0%
CCCCCOc1ccc(NC(=O)Cn2c(-c3nonc3N)nc3ccccc32)cc1 | -16 | . | 11% | . | -1% | .
COc1cc(OC)cc(-c2c(-c3ccc(F)cc3)c3cc(-c4ccc(SC)cc4)ccc3n2C)c1 | 7 | -27% | . | . | . | -9%
COCCNC(=O)NC(=O)CSc1nc(C)c(C)c(C)n1 | -10 | 5% | 6% | 4% | ? | -5%
NCC(=O)Nc1ccc(Br)cc1 | 34 | -1% | 0% | 0% | -7% | -13%
CC[C@]12c3[nH]c4cc(-c5ccco5)ccc4c3CCN1C(=O)[C@@H](CC(=O)NCCCN(C)C)C[C@@H]2C(=O)N1CCN(C(=O)C2CC2)CC1 | -5 | ? | . | . | . | 189%[activator]
CCN(CC)S(=O)(=O)c1cc(Cl)ccc1OC | 1 | ? | -2% | 0% | 5% | 1%[2.29 µM]
C/C(=N\NC(=O)c1ccc(Cl)cc1)c1ccc(N2CCOCC2)cc1 | 46 | -7% | ? | -1% | 0% | -20%
Cc1cccc(NC(=O)C(=O)C2C(=O)Nc3ccccc32)c1 (stereo unspecified) | 4 | -8% | 6% | -2% | -1% | 0%
O=c1c2cc(NC(=S)NC3CC3)ccc2nc2n1CCCCC2 | -11 | 13% | 2% | 2% | ? | -21%
COc1ccc(Cl)cc1NC(=O)CSc1nc(=O)n(CCN(C)C)c2c1CCCC2 | -8 | 11µM* | -16% | . | -14% | 211%[activator]
CCOc1ccc(CCNC(=O)CN2C(=O)NC3(CCc4ccccc43)C2=O)cc1OCC (stereo unspecified) | -23 | 8% | ? | . | -3% | 61%[activator]
COc1ccccc1NC(=O)c1sc2ncn(Cc3ccccc3Cl)c(=O)c2c1C | 4 | . | -7% | . | 12% | .
CC1CCN(C(=S)NC(=O)c2ccc(F)cc2)CC1 | -20 | -1% | . | . | . | -12%
Nc1ccc(-c2nc3ncccc3o2)cc1 | ? | -4% | ? | 4% | -19% | -3%
COc1ccc(OC)c(NC(=O)COC(=O)C2CCC2)c1 | ? | 10% | 6% | . | 0% | -18%
